High-throughput results (PubChem BioAssay)
ARFGAP1 inh: rat ARFGAP1 inhibition. Arfgap1-stimulated ARF1 GTP hydrolysis, GDP FP detection. inhibition, % at 16.5 µM. actives 0.26% (n = 360,000);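 active means inhibition above a per-plate limit, mean inhibition of low control wells plus 3 SD, cut at about 25% in these data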;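 further: 0% = DMSO wells with enzyme and 100% = wells lacking Arfgap1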
Target sequence (Q62848 1-136 limits assumed): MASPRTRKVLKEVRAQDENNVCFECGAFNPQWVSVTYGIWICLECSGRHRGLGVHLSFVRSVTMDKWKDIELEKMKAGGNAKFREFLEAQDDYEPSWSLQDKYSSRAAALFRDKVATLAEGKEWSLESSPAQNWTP
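Material: truncated rat Arfgap1 GAP domain; Incubation: compound-enzyme preincubation 20 min, reaction 120 min, detection 60 min, 25 °C; Read-out: percent inhibition of Arfgap1-stimulated GTP hydrolysis; Technique: FP, GDP Alexa 633 tracer displaced from anti-GDP antibody, 620/688 nm; Controls: No-Arfgap1 wells (100%) versus DMSO full-reaction wells (0%); Replication: single well per compound.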
NPR1 activator: GC-A (human) enzyme activation; actives 0.14% (n = 370,000); activation, % at 10 µM; HEK293 GC-A cells, cGMP TR-FRET, EC30 ANP; 0% at EC30 ANP, 100% saturating ANP; in the data active means activation above about 40%
PG9 Ab binder: binds the HIV-1 gp120 antibody PG9. TR-FRET gp120-PG9 antibody binding. inhibition, % at 6.7 µM. actives 0.43% (n = 360,000). AID 624416; in the data active means inhibition above about 8.5%
GC-B act: GC-B (human) receptor activation | P20594 | actives 0.11% (n = 370,000) | HEK293-GC-B cells, CNP EC30, cGMP TR-FRET; 0% at EC30 CNP, 100% saturating CNP | activation, % at 10 µM;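 active means activation at 10 µM reaching about 35% in either raw or pattern-adjusted values, limit read from the data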
NR1D1 modulator: modulators of human Rev-erb alpha DNA binding | P20393 | Rev-erbα–FITC-DNA binding, fluorescence polarization, 90 min | activity, % at 10 µM | actives 0.79% (n = 370,000) | AID 1259318;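 active means activity above about 14%, limit read from the data; passing the limit was not always enough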;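 further: 0% = DMSO wells with 35 nM protein and 100% = DMSO wells with 750 nM protein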
ASAP1 GAP inh: blocks human ASAP1-stimulated Arf1 GTP hydrolysis; inhibition, % at 16.5 µM; GDP FP detection; Q9ULH1; actives 0.19% (n = 360,000); in the data active means inhibition above about 25%;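 further: 0% = vehicle with enzyme and substrate and 100% = no enzyme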
Target sequence (Q9ULH1 325-724 limits assumed): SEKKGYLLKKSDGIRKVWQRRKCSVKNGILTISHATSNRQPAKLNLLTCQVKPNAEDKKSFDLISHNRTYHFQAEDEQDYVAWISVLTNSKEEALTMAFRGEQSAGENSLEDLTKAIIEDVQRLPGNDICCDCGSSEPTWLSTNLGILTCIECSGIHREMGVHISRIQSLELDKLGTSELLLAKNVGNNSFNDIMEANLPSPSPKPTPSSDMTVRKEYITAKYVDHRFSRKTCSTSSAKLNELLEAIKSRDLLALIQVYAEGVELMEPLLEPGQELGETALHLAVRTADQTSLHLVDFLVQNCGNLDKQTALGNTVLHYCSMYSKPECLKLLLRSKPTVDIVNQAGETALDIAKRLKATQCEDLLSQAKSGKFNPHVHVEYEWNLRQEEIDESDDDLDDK
ABHD4 inh: ABHD4 (mouse) inhibition, primary FP screen. inhibition, % at 8.92 µM. purified mABHD4, FP-Rh probe fluorescence polarization. actives 0.54% (n = 370,000);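 active means inhibition exceeding the mean over every tested compound plus 3 SD, cut at about 30% in these data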;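 further: 0% = plate median of compound wells and 100% = S159A mutant with DMSO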
Target sequence (Q8VD66 whole entry, looked up): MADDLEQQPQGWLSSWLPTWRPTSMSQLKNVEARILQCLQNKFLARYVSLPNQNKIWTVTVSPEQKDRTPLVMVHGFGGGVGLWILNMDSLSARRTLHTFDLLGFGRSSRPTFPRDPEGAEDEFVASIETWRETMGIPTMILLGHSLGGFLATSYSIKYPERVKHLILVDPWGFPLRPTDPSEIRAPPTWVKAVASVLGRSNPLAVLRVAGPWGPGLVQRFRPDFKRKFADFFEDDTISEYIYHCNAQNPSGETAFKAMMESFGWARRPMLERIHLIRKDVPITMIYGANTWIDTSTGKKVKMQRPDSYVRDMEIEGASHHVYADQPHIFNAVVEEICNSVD
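system = mouse ABHD4 enzyme, wild type | medium = HEPES pH 7.0, NaCl, Pluronic buffer | also added = FP-Rh probe | incubation = Enzyme–compound pre-incubation 45 min, then probe 60 min, both 25 °C | technique = fluorescence polarization, excitation 525 nm, emission 598 nm, BODIPY TMR filters | controls = S159A mutant high control, sample median low control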
HTRA1 inh: HTRA1 (human) protease inhibition; Q92743; recombinant HTRA1, FP-rhodamine activity-based probe, fluorescence polarization; inhibition, % at 5.96 µM; actives 0.5% (n = 340,000); AID 504803; in the data active means inhibition above about 36%;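 further: 0% = enzyme with DMSO and 100% = wells lacking enzyme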
rCAG binder: molecules binding r(CAG) RNA repeats; r(CAG) RNA repeat, TO-PRO-1 dye displacement fluorescence; inhibition, % at 3 µM; actives 1.3% (n = 370,000); AID 651821;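 active means inhibition above the plate cutoff, the mean of all test compounds on that plate plus 3 SD, cut at about 35% in these data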;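 further: 0% = DMSO alone and 100% = 100 µM mitoxantrone as full dye displacement; higher means more dye released from RNA so lower well fluorescence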
SMARCA2 activ: activators of SMARCA2 function; actives 1% (n = 370,000); AID 652017; activation, % at 9.1 µM; MG213 cells, MMTV-luciferase reporter, dexamethasone, overnight; in the data active means activation above about 7.8%;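 further: 0% = vehicle wells and 100% = reference activator wells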
Starred values were filed as active, the others as inactive.

What do the screens show for `CCC(=O)OCC(=O)Nc1ccc2c(c1)OCO2`?
ARFGAP1 inh: -2; NPR1 activator: -3; PG9 Ab binder: 1.3; GC-B act: 4; NR1D1 modulator: -1; ASAP1 GAP inh: -4; ABHD4 inh: 7; HTRA1 inh: 9; rCAG binder: 1; SMARCA2 activ: 0

How did Cc1sc(NC(=O)CSc2nnnn2C2CCCC2)c(C#N)c1C do in these assays?
ARFGAP1 inh: -15; NPR1 activator: 0; PG9 Ab binder: 0.8; GC-B act: -9; NR1D1 modulator: -1; ASAP1 GAP inh: 7; ABHD4 inh: 0; HTRA1 inh: -4; rCAG binder: -1; SMARCA2 activ: -1

What do the screens show for `COC(=O)c1sc(NC(=O)CC(C)C)c(C(=O)OC)c1C`?
ARFGAP1 inh: 1; NPR1 activator: 6; PG9 Ab binder: 0.5; GC-B act: 3; NR1D1 modulator: 4; ASAP1 GAP inh: 2; ABHD4 inh: -5; HTRA1 inh: -2; rCAG binder: 2; SMARCA2 activ: 0

What do the screens show for `COC(=O)c1cc(OC)c(OC)cc1NC(=O)c1cccc(OC)c1OC`?
ARFGAP1 inh: 10; NPR1 activator: 7; PG9 Ab binder: -1.4; GC-B act: -1; NR1D1 modulator: 1; ASAP1 GAP inh: -3; ABHD4 inh: 0; HTRA1 inh: 2; rCAG binder: -8; SMARCA2 activ: 3

What do the screens show for `O=C(Nc1ncccc1Cl)C(Sc1ccccc1)c1ccccc1` (stereo unspecified)?
ARFGAP1 inh: -13; NPR1 activator: 0; PG9 Ab binder: 0.7; GC-B act: 3; NR1D1 modulator: 0; ASAP1 GAP inh: -7; ABHD4 inh: -2; HTRA1 inh: -32; rCAG binder: -4; SMARCA2 activ: -2

What do the screens show for `COc1ccc(-n2nc(C(=O)NCCCN3CCOCC3)c3ccccc3c2=O)c(OC)c1`?
ARFGAP1 inh: 3; NPR1 activator: -2; PG9 Ab binder: -0.6; GC-B act: 1; NR1D1 modulator: 3; ASAP1 GAP inh: 3; ABHD4 inh: -5; HTRA1 inh: 0; rCAG binder: -4; SMARCA2 activ: -1

Results for Cc1ccc(N(CC(=O)NCc2ccc(F)cc2)C(=O)c2csnn2)cc1C ?
ARFGAP1 inh: 4; NPR1 activator: 5; PG9 Ab binder: -1.1; GC-B act: -5; NR1D1 modulator: 3; ASAP1 GAP inh: -1; ABHD4 inh: -3; HTRA1 inh: -1; rCAG binder: -5; SMARCA2 activ: 2

How did O=C(CSc1nnnn1-c1ccc(O)cc1)Nc1cccc(S(=O)(=O)N2CCCC2)c1 do in these assays?
ARFGAP1 inh: 4; NPR1 activator: 3; PG9 Ab binder: -1.3; GC-B act: 4; NR1D1 modulator: 7; ASAP1 GAP inh: -6; ABHD4 inh: -10; HTRA1 inh: -22; rCAG binder: 9; SMARCA2 activ: -2

Results for O=C(Cn1c(=O)n(-c2ccccc2)c(=O)c2sccc21)NCc1ccccc1 ?
ARFGAP1 inh: 13; NPR1 activator: 2; PG9 Ab binder: 1.1; GC-B act: 4; NR1D1 modulator: -4; ASAP1 GAP inh: 8; ABHD4 inh: -3; HTRA1 inh: 3; rCAG binder: -4; SMARCA2 activ: -2

What do the screens show for `O=C1NN(c2ccc(F)cc2)C(=O)/C1=C/c1cccs1`?
ARFGAP1 inh: -3; NPR1 activator: -4; PG9 Ab binder: -14; GC-B act: -1; NR1D1 modulator: 1; ASAP1 GAP inh: 7; ABHD4 inh: 5; HTRA1 inh: 8; rCAG binder: 10; SMARCA2 activ: -1

How did O=C(CNCc1ccco1)Nc1ccc(N2CCCCCC2)cc1 do in these assays?
ARFGAP1 inh: -2; NPR1 activator: 1; PG9 Ab binder: -8.4; GC-B act: -1; NR1D1 modulator: 0; ASAP1 GAP inh: -4; ABHD4 inh: 16; HTRA1 inh: 15; rCAG binder: -5; SMARCA2 activ: -2

What do the screens show for `CC(C)[C@H](NC(=O)NCc1cccs1)C(=O)O`?
ARFGAP1 inh: -9; NPR1 activator: -4; PG9 Ab binder: -0.3; GC-B act: -3; NR1D1 modulator: 0; ASAP1 GAP inh: 2; ABHD4 inh: -3; HTRA1 inh: 3; rCAG binder: 0; SMARCA2 activ: 1

What do the screens show for `O=C1CCCC(=O)N1c1ccc(N2CCOCC2)c([N+](=O)[O-])c1`?
ARFGAP1 inh: -4; NPR1 activator: 4; PG9 Ab binder: -3.8; GC-B act: 1; NR1D1 modulator: 3; ASAP1 GAP inh: 20; ABHD4 inh: 5; HTRA1 inh: -5; rCAG binder: -2; SMARCA2 activ: 0

How did COc1ccc(CCNC(=O)CCCC(=O)n2nc(C)c3ccccc32)cc1OC do in these assays?
ARFGAP1 inh: -10; NPR1 activator: 1; PG9 Ab binder: -1.8; GC-B act: -5; NR1D1 modulator: 3; ASAP1 GAP inh: -10; ABHD4 inh: 3; HTRA1 inh: 4; rCAG binder: 0; SMARCA2 activ: -2

Results for CC(C)(C)N(Cc1ccccc1)C(=O)COC(=O)C1CC1 ?
ARFGAP1 inh: -2; NPR1 activator: -3; PG9 Ab binder: -0.1; GC-B act: -3; NR1D1 modulator: 5; ASAP1 GAP inh: -16; ABHD4 inh: -2; HTRA1 inh: 12; rCAG binder: 1; SMARCA2 activ: 1

What do the screens show for `COc1ccc(-c2cnc3c(NC(C)=O)cc(-c4ccc(C(=O)NC5CC5)cc4)cn23)cc1OC`?
ARFGAP1 inh: 15; NPR1 activator: 14; PG9 Ab binder: -1.4; GC-B act: 22; NR1D1 modulator: -6; ASAP1 GAP inh: -4; ABHD4 inh: 0; rCAG binder: 14; SMARCA2 activ: -2

What do the screens show for `CC(=O)N=c1sccn1CC(=O)c1ccc([N+](=O)[O-])cc1`?
ARFGAP1 inh: -8; NPR1 activator: 0; PG9 Ab binder: -0.9; GC-B act: 1; NR1D1 modulator: 0; ASAP1 GAP inh: 1; ABHD4 inh: -4; HTRA1 inh: -1; rCAG binder: -1; SMARCA2 activ: 1

How did CCCOc1ccccc1OCC(=O)Nc1cccc(S(=O)(=O)NC2=NCCC2)c1 do in these assays?
ARFGAP1 inh: 9; NPR1 activator: 0; PG9 Ab binder: 2.7; GC-B act: 0; NR1D1 modulator: -4; ASAP1 GAP inh: 8; ABHD4 inh: 7; HTRA1 inh: 0; rCAG binder: -5; SMARCA2 activ: -1

Results for CCS(=O)(=O)c1ccc(-c2cccc(NC(=O)COc3ccc(Cl)cc3)c2)nn1 ?
ARFGAP1 inh: 6; NPR1 activator: -3; PG9 Ab binder: -0.1; GC-B act: -2; NR1D1 modulator: 4; ASAP1 GAP inh: 6; ABHD4 inh: -1; HTRA1 inh: -2; rCAG binder: 2; SMARCA2 activ: 0

How did CN(C)CCCN(C(=O)COc1ccccc1)c1nc2ccc(F)cc2s1 do in these assays?
ARFGAP1 inh: -1; NPR1 activator: 2; PG9 Ab binder: -0.5; GC-B act: 1; NR1D1 modulator: -5; ASAP1 GAP inh: -2; ABHD4 inh: 5; HTRA1 inh: 4; rCAG binder: -3; SMARCA2 activ: 1

How did CCCCOc1ccc(/C=C/C(=O)NC2=Nc3ccccc3NC(C)=C2C(=O)OCC)cc1OC do in these assays?
ARFGAP1 inh: 6; NPR1 activator: 4; PG9 Ab binder: -0.4; GC-B act: 5; NR1D1 modulator: 9; ASAP1 GAP inh: 13; ABHD4 inh: -1; HTRA1 inh: -8; rCAG binder: 3; SMARCA2 activ: -1

How did O=C(CNC(c1ccccc1)c1ccccc1)Nc1c(F)cccc1F do in these assays?
ARFGAP1 inh: -3; NPR1 activator: -5; PG9 Ab binder: 0.0; GC-B act: -6; NR1D1 modulator: 0; ASAP1 GAP inh: 3; ABHD4 inh: -2; HTRA1 inh: -6; rCAG binder: -3; SMARCA2 activ: 0

How did CCCCCCCCCCn1cc(C(C)=O)c(=O)[nH]c1=O do in these assays?
ARFGAP1 inh: 11; NPR1 activator: -2; PG9 Ab binder: -0.3; GC-B act: -7; NR1D1 modulator: 3; ASAP1 GAP inh: 2; ABHD4 inh: -5; HTRA1 inh: -1; rCAG binder: -3; SMARCA2 activ: 0

What do the screens show for `O=C(CCc1ccc(Oc2cc([N+](=O)[O-])cc([N+](=O)[O-])c2)cc1)N1CCCCC1`?
ARFGAP1 inh: -5; NPR1 activator: 1; PG9 Ab binder: 0.5; GC-B act: 5; NR1D1 modulator: 1; ASAP1 GAP inh: -9; ABHD4 inh: 9; HTRA1 inh: 3; rCAG binder: -7; SMARCA2 activ: 0

How did CSCCC(NC(=O)COc1ccccc1)C(=O)N1CCCCC1 (stereo unspecified) do in these assays?
ARFGAP1 inh: 4; NPR1 activator: 1; PG9 Ab binder: -1.2; GC-B act: -2; NR1D1 modulator: 0; ASAP1 GAP inh: -2; ABHD4 inh: -3; HTRA1 inh: -3; rCAG binder: -3; SMARCA2 activ: 4

How did Cc1c(C)c2cc3c4c(oc3c(C)c2oc1=O)CCCC4 do in these assays?
ARFGAP1 inh: -6; NPR1 activator: -1; PG9 Ab binder: 0.5; GC-B act: 0; NR1D1 modulator: 5; ASAP1 GAP inh: 13; ABHD4 inh: -2; HTRA1 inh: -1; rCAG binder: 6; SMARCA2 activ: -4

What do the screens show for `CCOP(=O)(OCC)c1ccc2c(c1)C(=O)c1ccccc1-2`?
NPR1 activator: 0; GC-B act: -6; NR1D1 modulator: 2; ABHD4 inh: 0

How did CCOC(=O)CN(C(=O)COC(=O)C1(c2ccccc2)CC1)c1ccc(F)cc1 do in these assays?
ARFGAP1 inh: 1; NPR1 activator: -2; PG9 Ab binder: -0.7; GC-B act: -9; NR1D1 modulator: -4; ASAP1 GAP inh: 12; ABHD4 inh: -6; HTRA1 inh: -8; rCAG binder: -5; SMARCA2 activ: 4

How did C=CC[C@H](CC(=O)NCCO)C(=O)N[C@@H](C)COC(=O)[C@H](CC=C)CC(=O)OC(C)(C)C do in these assays?
ARFGAP1 inh: 4; NPR1 activator: 0; PG9 Ab binder: -1.2; GC-B act: -6; NR1D1 modulator: 2; ASAP1 GAP inh: -6; ABHD4 inh: -1; HTRA1 inh: 6; rCAG binder: -3; SMARCA2 activ: 1

What do the screens show for `CC(C)n1ncc2c(C(=O)N3CCN(Cc4ccc(Br)s4)CC3)cc(C3CC3)nc21`?
ARFGAP1 inh: 0; NPR1 activator: 9; PG9 Ab binder: -1.5; GC-B act: 3; NR1D1 modulator: 6; ASAP1 GAP inh: -12; ABHD4 inh: 7; HTRA1 inh: -11; rCAG binder: 3; SMARCA2 activ: -2

Two records picked at random from those above:
How did CN(C)CCCN(C(=O)COc1ccccc1)c1nc2ccc(F)cc2s1 do in these assays?
ARFGAP1 inh: -1; NPR1 activator: 2; PG9 Ab binder: -0.5; GC-B act: 1; NR1D1 modulator: -5; ASAP1 GAP inh: -2; ABHD4 inh: 5; HTRA1 inh: 4; rCAG binder: -3; SMARCA2 activ: 1

What do the screens show for `COC(=O)c1cc(OC)c(OC)cc1NC(=O)c1cccc(OC)c1OC`?
ARFGAP1 inh: 10; NPR1 activator: 7; PG9 Ab binder: -1.4; GC-B act: -1; NR1D1 modulator: 1; ASAP1 GAP inh: -3; ABHD4 inh: 0; HTRA1 inh: 2; rCAG binder: -8; SMARCA2 activ: 3
